PriA SSB inh – inhibitors of Klebsiella pneumoniae PriA binding to SSB C-terminal tail. AlphaScreen SSBct-PriA binding, biotinylated peptide. inhibition, % at 33 µM. 430,000 tested, 0.6% active; in the data active = inhibition mostly above about 37%, no sharp cut-off; inactive = mostly below about 20%;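 note: plate controls were negative control peptide for no effect and reference peptide for full effect; strong numbers were not always called active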
BoNT A protease – blocks Botulinum neurotoxin A light chain protease. multiplex microsphere protease substrate cleavage, flow cytometry. AID 588499. inhibition, % at 10 µM. 360,000 tested, 0.17% active; note: plate controls were buffer without enzyme for full effect and enzyme alone for no effect
Yp Topo-I inh – blocks Yersinia pestis topoisomerase I activity; Y. pestis Topo-I cleavage product accumulation, plate reader; activity, % at 10 µM; 360,000 tested, 0.064% active; AID 504884; in the data active = activity above about 50%, passing the limit was not always enough; inconclusive = no clear call, values can overlap the other calls; note: inactives centre near 2
BH1578 lux ind – quorum light induction in luxS cqsA deficient V. cholerae; V. cholerae BH1578 lux reporter, luminescence, 6 h; 350,000 tested, 0.16% active; activation, % at 18.7 µM; in the data active = activation mostly above about 9.7%, no sharp cut-off; inconclusive = no clear call, values can overlap the other calls; inactive = mostly below about 3.7%; note: not every result past the cut was called active; inactives centre near 0; reference of the scale not given here
PrPC surface inh – cell surface PrPC inhibition, primary TR-FRET screen | 370,000 tested, 0.43% active | inhibition, % at 13.8 µM | TR-FRET read-out; in the data active = inhibition above about 24%; note: 0% = median of the test wells and 100% = reference compound wells
SARS 3CLpro inh – SARS-CoV 3CLpro protease inhibition | P0C6X7 | recombinant SARS-CoV 3CLpro, quenched FRET peptide cleavage | inhibition, % at 6 µM | 290,000 tested, 0.14% active; in the data active = inhibition above about 12%
PfHsp40 yeast – rescue of PfHsp40-mediated yeast toxicity; S. cerevisiae expressing PfHsp40, growth rescue, ATP luminescence; growth rescue, % at 12.5 µM; AID 504582; 340,000 tested, 0.68% active; in the data active = growth rescue above about 28%, passing the limit was not always enough; inconclusive = no clear call, values can overlap the other calls;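 note: yeast W303a lacking pdr1 and pdr3 grown in galactose medium; growth measured after three days at 30 °C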
Anthrax LF inh2 – anthrax lethal factor protease inhibition; multiplex microsphere protease cleavage assay, LF; inhibition, % at 10 µM; 360,000 tested, 0.12% active; AID 588501; note: plate controls were buffer without enzyme for full effect and enzyme alone for no effect
TcdB GH inh – TcdB glycohydrolase inhibition; P18177; 350,000 tested, 0.24% active; TcdB glycohydrolase enzymatic assay, plate reader; inhibition, % at 9.99 µM; in the data active = inhibition above about 10%
Target sequence (P18177 whole entry, looked up): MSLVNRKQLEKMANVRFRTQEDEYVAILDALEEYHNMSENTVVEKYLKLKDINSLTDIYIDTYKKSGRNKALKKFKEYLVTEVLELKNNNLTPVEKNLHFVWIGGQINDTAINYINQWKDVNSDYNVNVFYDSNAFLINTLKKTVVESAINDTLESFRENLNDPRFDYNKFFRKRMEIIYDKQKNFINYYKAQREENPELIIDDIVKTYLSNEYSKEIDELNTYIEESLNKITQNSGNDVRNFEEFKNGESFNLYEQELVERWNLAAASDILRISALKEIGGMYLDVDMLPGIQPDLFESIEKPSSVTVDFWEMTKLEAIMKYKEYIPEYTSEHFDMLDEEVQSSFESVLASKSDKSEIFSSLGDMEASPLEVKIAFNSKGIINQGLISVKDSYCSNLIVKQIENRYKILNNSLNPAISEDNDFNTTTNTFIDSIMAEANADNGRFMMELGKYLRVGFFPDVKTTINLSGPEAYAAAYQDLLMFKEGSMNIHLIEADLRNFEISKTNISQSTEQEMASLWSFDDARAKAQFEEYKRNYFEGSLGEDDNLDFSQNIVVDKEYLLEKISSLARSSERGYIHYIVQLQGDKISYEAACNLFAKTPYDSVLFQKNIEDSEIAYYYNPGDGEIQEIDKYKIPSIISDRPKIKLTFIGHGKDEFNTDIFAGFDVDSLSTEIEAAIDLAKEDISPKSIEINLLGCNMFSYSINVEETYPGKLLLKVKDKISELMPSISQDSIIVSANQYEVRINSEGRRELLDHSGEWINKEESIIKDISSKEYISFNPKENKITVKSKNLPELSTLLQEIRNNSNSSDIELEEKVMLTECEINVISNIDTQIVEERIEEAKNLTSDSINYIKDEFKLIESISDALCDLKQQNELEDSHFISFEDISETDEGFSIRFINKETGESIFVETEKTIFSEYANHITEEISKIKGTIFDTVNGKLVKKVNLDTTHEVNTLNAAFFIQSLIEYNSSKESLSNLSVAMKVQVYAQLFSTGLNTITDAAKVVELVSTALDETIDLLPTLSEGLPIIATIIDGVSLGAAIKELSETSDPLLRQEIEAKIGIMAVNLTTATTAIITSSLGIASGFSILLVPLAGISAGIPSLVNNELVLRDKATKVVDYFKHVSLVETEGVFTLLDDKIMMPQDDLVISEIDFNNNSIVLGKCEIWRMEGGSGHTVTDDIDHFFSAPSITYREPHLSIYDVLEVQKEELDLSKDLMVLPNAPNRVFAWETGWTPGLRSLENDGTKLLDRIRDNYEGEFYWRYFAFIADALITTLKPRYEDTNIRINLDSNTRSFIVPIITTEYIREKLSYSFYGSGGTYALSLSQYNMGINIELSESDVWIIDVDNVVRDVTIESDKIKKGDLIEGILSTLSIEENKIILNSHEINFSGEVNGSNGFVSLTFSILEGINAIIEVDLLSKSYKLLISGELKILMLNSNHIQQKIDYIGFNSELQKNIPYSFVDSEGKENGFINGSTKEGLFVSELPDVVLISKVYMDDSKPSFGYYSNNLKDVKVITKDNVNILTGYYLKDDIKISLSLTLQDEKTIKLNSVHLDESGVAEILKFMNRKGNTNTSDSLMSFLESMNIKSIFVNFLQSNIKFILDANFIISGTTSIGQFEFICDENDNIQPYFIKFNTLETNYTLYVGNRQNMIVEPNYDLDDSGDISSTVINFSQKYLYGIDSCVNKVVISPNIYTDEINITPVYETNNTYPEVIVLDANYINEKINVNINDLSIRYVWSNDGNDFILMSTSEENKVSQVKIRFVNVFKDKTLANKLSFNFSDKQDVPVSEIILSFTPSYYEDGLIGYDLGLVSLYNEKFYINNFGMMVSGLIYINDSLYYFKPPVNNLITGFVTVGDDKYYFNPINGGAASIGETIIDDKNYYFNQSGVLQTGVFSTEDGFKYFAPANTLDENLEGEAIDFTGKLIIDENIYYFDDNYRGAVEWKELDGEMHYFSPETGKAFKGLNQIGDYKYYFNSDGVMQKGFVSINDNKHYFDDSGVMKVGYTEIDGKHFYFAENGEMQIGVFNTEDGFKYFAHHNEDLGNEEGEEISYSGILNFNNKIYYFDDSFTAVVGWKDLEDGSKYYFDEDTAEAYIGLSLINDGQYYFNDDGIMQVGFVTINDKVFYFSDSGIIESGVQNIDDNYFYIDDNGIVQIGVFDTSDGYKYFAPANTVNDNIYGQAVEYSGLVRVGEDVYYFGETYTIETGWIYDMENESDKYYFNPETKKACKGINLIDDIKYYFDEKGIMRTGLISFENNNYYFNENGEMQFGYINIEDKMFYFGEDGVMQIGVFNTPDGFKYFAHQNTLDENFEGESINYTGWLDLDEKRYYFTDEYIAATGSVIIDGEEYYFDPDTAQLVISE
Numbers without * were called inactive; i = inactive; ? = inconclusive; . = not tested or not shown; & = joins results of further samples. Cut-off read from the data, not from the text of the source, unless noted: active = inhibition above about 30%; inconclusive = no clear call, values can overlap the other calls; inactive = below that. Not all compounds are listed; the hit share may differ from the screen's.

molecule	BH1578 lux ind	Yp Topo-I inh	PriA SSB inh	BoNT A protease	PrPC surface inh	SARS 3CLpro inh	PfHsp40 yeast	TcdB GH inh	Anthrax LF inh2
Nc1nc(N)nc(-c2cc(F)ccc2O)n1	-8.3	6	-7	0.3	-5	.	3.1	0.3	2
COc1ccc(-c2nn(CCC#N)cc2/C=N/O)cc1	i	-11	.	-0.8	-5	1	0.9	2.4	-2
Cc1cnc(CNC(=O)c2ccc3oc(C(C)C)nc3c2)[nH]1	i	-7	14	.	-1	-1	-1.0	-0.5	.
COc1cc(OC)c(C(=O)c2ccccc2[N+](=O)[O-])c(OC)c1	i	6	.	-0.2	10	.	.	-1.1	2
O=C(Cn1cc(C(=O)COc2ccccc2)c2ccccc21)NCc1ccco1	i	3	-2	0.0	0	0	-0.6	.	0
CCOc1ncccc1C(=O)Nc1cccc(-c2nc3cccnc3s2)c1	-0.8	3	-14	-0.4	-4	-8	-0.3	0.2	3
Cc1ccc(OCCC(=O)Nc2cc(S(=O)(=O)N3CCOCC3)ccc2N2CCCC2)cc1	i	21	8	-0.9	-2	.	0.4	-0.5	-8
COc1ccc(C2Nc3ccccc3C(=O)N2NS(C)(=O)=O)cc1 (stereo not given)	-0.2	-9	-5	0.0	4	2	-1.4	-0.1	-1
Cc1ccc2nc3c(nc2c1C)CCCC3	-10	4	8	-1.2	4	2	0.8	1.8	-6
CCOC(=O)c1nnn(-c2nonc2-n2cccc2)c1CN1CCC(C(=O)OCC)CC1	i	5	-12	0.2	6	-2	-0.6	3.3	-2
Cc1cc(Br)c2nc(-c3ccccc3)c(Cc3cccc(Cl)c3)n2c1	.	.	.	0.8	11	.	.	-2.0	3
O=C(NCCCN1CCCCC1)C1CCC(CNS(=O)(=O)c2cccc3nsnc23)CC1 (stereo not given)	-0.2	7	-5	0.5	-53	-2	-0.9	2.4	0
O=c1c2ccccc2c2ccccc2c(=O)n1Cc1cccnc1	-0.5	-5	-5	-0.6	0	-4	-0.4	.	-7
CCCC(c1nnnn1Cc1ccco1)N1CCN(C(=O)c2ccco2)CC1 (stereo not given)	i	-4	-1	-0.3	0	2	-1.7	.	0
COc1ccc(CCNC(=O)CSC2=NS(=O)(=O)c3cc(Cl)ccc3N2)cc1OC	-0.2	3	-14&-14&10	-2.6	3	.	0.9	1.3	-2
Cc1ccc(CSc2n[nH]c(N)n2)cc1	3.3	-2	-9	-1.1	3	5	-0.1	1.5	1
Cc1ccc(/C=N/NC(=O)C(=O)N/N=C/c2ccc(C)o2)o1	i	13	.	-0.1	-5	-3	-2.5	0.7	-3
C/C(=N\NC(=O)CN(c1ccccc1Br)S(C)(=O)=O)c1ccc2c(c1)OCCO2	1.1	18	.	0.5	-1	6	-1.2	0.9	0
CC(C)NC(=NCc1ccc(Cl)cc1Cl)Nc1ccccc1	-1.9	1	10	-0.3	-9	-3	-0.1	-9.9	0
O=C(CNC(=O)c1ccccc1)OCc1ccc([N+](=O)[O-])cc1	-0.3	-5	-15	0.2	-6	1	-0.4	.	1
Cc1ccc(N(CCC(=O)NC(C)(C)C)S(=O)(=O)c2ccc(C)cc2)cc1	-0.3	33	-8	-0.3	-2	-3	0.7	-1.8	-1
Cc1cc(C)nc(NC(N)=NC(C)c2ccccc2)n1 (stereo not given)	.	.	-10	.	2	-4	.	0.8	.
O=C(NC(=Nc1ccccc1)N1CCOCC1)Nc1ccccc1	-3.3	-2	-2	-1.2	-6	-5	-1.0	0.1	-2
O=C(CNCc1ccc(Cl)cc1)Nc1cccc(C(=O)O)c1	-0.2	1	-3	-0.8	-5	6	-0.1	0.7	-3
CCCCCCCCN1[C@@H](CC(=O)O)c2cc(F)ccc2S1(=O)=O	i	9	-11	-0.1	4	.	-1.4	0.3	-8

Grouped by structure: the entries above containing a nitro group on carbon.
molecule	BH1578 lux ind	Yp Topo-I inh	PriA SSB inh	BoNT A protease	PrPC surface inh	SARS 3CLpro inh	PfHsp40 yeast	TcdB GH inh	Anthrax LF inh2
COc1cc(OC)c(C(=O)c2ccccc2[N+](=O)[O-])c(OC)c1	i	6	.	-0.2	10	.	.	-1.1	2
O=C(CNC(=O)c1ccccc1)OCc1ccc([N+](=O)[O-])cc1	-0.3	-5	-15	0.2	-6	1	-0.4	.	1

(more compounds)
molecule	BH1578 lux ind	Yp Topo-I inh	PriA SSB inh	BoNT A protease	PrPC surface inh	SARS 3CLpro inh	PfHsp40 yeast	TcdB GH inh	Anthrax LF inh2
C[C@H]1[C@H](c2ccccc2)C[C@@H](C(=O)O)C1(C)C	i	-2	-6	0.6	7	.	2.1	-0.1	-5
CCNC(=S)NNC(=O)c1cc(-c2ccccc2C)nc2ccccc12	i	-3	14	-0.5	.	4	1.4	.	-5
Cc1ccc(-c2ocnc2C(=O)Nc2ccccc2C(=O)N2CCCC2)cc1	0.6	15	5	0.7	-1	5	-0.6	4.7	-8
COc1ccc(C(O)c2nc(-c3ccc(F)c(Cl)c3)cs2)cc1 (stereo not given)	-0.4	12	.	-0.3	0	.	.	-1.2	-4
CC(C)(C)NC(=O)CSc1nc(O)cc(=O)n1-c1ccccc1	-2.0	6	-2	1.0	5	3	-0.2	1.1	2
O=C(O)CCNS(=O)(=O)c1ccc2c(c1)Cc1ccccc1-2	0.4	1	2	0.1	-3	2	-0.9	.	-5
O=C(O)COc1ccc(F)cc1Br	i	2	8	-1.1	-3	1	0.8	1.8	-2
CC(=O)Nc1ccc(C(=O)CSc2nnc3scc(-c4ccccc4)n23)cc1	-8.0	8	0	-0.1	8	4	-0.4	-0.2	-3
CCOc1cc(/C=C/c2cc(C(F)(F)F)[nH]c(=O)n2)ccc1O	i	-3	-1	0.0	-9	-2	0.7	0.6	0
O=c1c2ccccc2oc2cc(-c3ccc4cc[nH]c4c3)ccc12	-0.8	-3	-4	0.1	4	.	-1.7	0.9	6
CC(C)C(NC(=O)OCc1ccccc1)C(=O)OCC(=O)NC1CC1 (stereo not given)	-0.3	4	-9	-0.4	2	3	-1.0	0.4	-6
CCN(CC(=O)Nc1ccc(NC(C)=O)cc1)C(=O)c1ccc(COc2ccccc2)o1	-0.6	7	-13	-1.6	6	.	-1.7	0.8	-3
CCc1ccc(C(=O)Nc2nnn(CC)n2)cc1	-0.3	-3	-4	-4.5	.	0	0.1	0.5	-10
COC(=O)c1c(C(=O)OC)c2ccccn2c1C(=O)c1ccccc1	-0.4	1	-23	?	-2	-3	-0.5	1.4	3
Cc1cnc(C(=O)OCC(=O)Nc2sc3c(c2C#N)CCC3)cn1	i	-3	1	-0.6	1	.	0.3	1.2	-3
COc1ccc(-n2c(COc3ccc(Cl)cc3Cl)n[nH]c2=S)cc1	i	11	.	0.4	-5	.	.	5.9	5
O=C(Nc1cccc(S(=O)(=O)N2CCOCC2)c1)c1ccc2c(=O)n3c(nc2c1)CCCCC3	-0.3	6	-5	-0.9	14	-2	-0.8	-0.9	-7
O=C(CSC1=Nc2ccccc2C2CC=NN12)Nc1ccc(F)c(F)c1F (stereo not given)	-3.0	3	-1	-0.1	3	.	-1.2	0.2	-7
COc1cc(OC)cc(-c2c(Sc3ccccc3)c3cc(-c4ccc(OC)c(OC)c4)ccc3n2C)c1	.	.	.	-0.5	3	.	.	0.1	-8
O=S(=O)(CCc1ccccc1)N1CCOCC1	-1.4	6	-5	0.3	-1	5	0.6	.	5
CC(C)CCNC(=O)Cn1c(=O)oc2cc(S(=O)(=O)N3CCc4ccccc43)ccc21	-0.4	6	-17	-0.3	5	-2	2.7	-2.7	-3
O=C(N/N=C/c1c(Cl)[nH]c2ccccc12)c1sc2ccccc2c1Cl	-0.3	-2	.	0.2	16	3	2.3	-1.5	1
Cc1ccc(O)c(NC(=O)c2cc3nc4c(c(C(F)(F)F)n3n2)CCc2ccccc2-4)c1	i	5	4	-1.2	1	2	-0.7	.	6
O=C(NO)c1ccc(C(=O)N(C2CCCCC2)C2CCCCC2)cc1	-0.7	9	8	-0.5	-4	-1	0.6	.	-3
COCCNC(=S)N1CCN(c2nc(-c3ccccc3)cs2)CC1	-1.2	37	2	-1.6	-4	-6	-0.6	0.0	-7
COc1ccc(CCNC(=O)CSc2nccc(=O)[nH]2)cc1OC	i	4	-14	-1.4	-9	-1	-0.3	0.2	-5
Cc1ccc(-n2nnnc2SCC(=O)NCC2(N3CCOCC3)CCCCC2)c(C)c1	-1.1	43	-19	-6.2	7	.	-0.1	1.3	1
COc1ccc(-c2[nH]ncc2/C=N\NC(=O)c2ccc(C(C)(C)C)cc2)cc1OC	0.1	2	.	1.9	-2	0	1.1	1.6	1
O=C(CNC(=O)c1ccco1)OCc1ccc(C(=O)c2ccccc2)cc1	-2.8	-2	0	-0.7	2	-1	24	0.4	-1
CCOc1ccc(CCN2C(=O)C3C4C=CC(C4)C3C2=O)cc1OCC (stereo not given)	-0.2	-4	-4	-0.3	0	-4	0.5	1.1	1
Cn1nnc2ccccc2c1=O	i	3	-18	-0.7	-4	6	0.2	0.7	-2
Cc1cc2n(n1)SC(Nc1ccc(F)c(Cl)c1)N2 (stereo not given)	2.1	-1	13	?	3	3	-0.2	.	1
COc1ccc2c(c1)CCc1c(C(=O)N3CC4(C)CC3CC(C)(C)C4)noc1-2 (stereo not given)	-0.3	36	-10	-0.4	-4	4	-0.2	.	-4
O=C(CCSc1ccccc1)Nc1nnc(-c2ccccc2)o1	-0.3	-1	-19	-0.7	9	2	-1.5	-0.7	6
Cc1ccc(-n2c(CCC(=O)O)ccc2-c2cccs2)cc1	i	-9	14	-1.5	-4	-2	-1.4	0.4	4
Cc1nn2c(CN(C(=O)CN3CCOCC3)c3ccccc3)nnc2c2ccccc12	-0.7	1	4	0.6	-1	-4	-0.4	.	1
Clc1ccc(-c2nnc(-c3ccccc3)c(-c3ccccc3)n2)cc1	-0.8	4	0	.	-7	7	-1.1	-1.0	.
CN(C(=O)COC(=O)Cc1c[nH]c2ccccc12)c1c(N)n(Cc2ccccc2)c(=O)[nH]c1=O	i	2	-9	-0.5	0	.	0.2	1.9	2
Cc1ccc(S(=O)(=O)N(C)/N=C2/C(=O)N(CC(=O)O)c3ccccc32)cc1	i	-4	.	-5.7	-13	7	0.3	2.0	-12
CC1(C(=O)NCC2CC2)Cc2c(-c3cccc(C(F)(F)F)c3)ccnc2O1 (stereo not given)	0.5	15	.	-0.5	8	.	.	0.3	0
O=C(Nc1nnc(Cc2ccc([N+](=O)[O-])cc2)s1)Nc1ccccc1F	i	3	-8	0.0	0	-4	1.1	-0.1	0
O=c1nc(Nc2ccc(Br)cc2)sc2ccc([N+](=O)[O-])cc12	-0.5	-6	-10	.	1	1	-0.1	-0.3	.
C/C(=N\NS(=O)(=O)c1ccc(Br)cc1)c1ccc(-n2ccnc2)cc1	i	4	.	-0.4	5	.	-1.6	2.3	2
CS(=O)(=O)c1ccc2nc(NC(=O)C3CCCO3)sc2c1 (stereo not given)	1.6	-6	-1	-0.2	1	0	0.1	0.7	1
CCOc1ccccc1C(=O)NCC(=O)NCCCSc1ccccc1	-0.5	20	-16	-0.1	-4	-6	-0.2	2.7	-1
CCC(C)(C)NC(=O)Cc1ccc(OC)c(OC)c1	-0.6	-2	-5	0.2	2	4	0.3	.	-9
O=C(CSc1nc2ccccc2[nH]1)N1CCN(c2ccccc2)CC1	-0.4	-1	13	-0.3	3	-1	7.9	.	-4
COc1ccc(-c2cc(C(=O)Nc3ccc(S(=O)(=O)Nc4onc(C)c4C)cc3)c3ccccc3n2)cc1OC	-0.3	2	-12	0.4	-2	-2	0.1	-1.3	-9
COc1ccc(NC(=O)c2ccco2)c2ccccc12	-0.3	2	-4	-0.7	-17	-3	-0.3	0.0	-13

Source: PubChem (several laboratories)
